M5 ag: agonists of human muscarinic M5 receptor (CHRM5). AID 624037. CHO-K1 hM5 cells, Fluo-8 calcium fluorescence; 0% DMSO wells, 100% maximal acetylcholine response. activation, % at 3 µM. 0.19% of 360,000 active;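 active means activation above the run's mean over test compounds plus 3 SD, cut at about 23% in these data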;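 further: signal is peak over basal fluorescence ratio across the kinetic read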
CRFR2-BP antag: CRF-BP/CRF-R2 complex antagonism | HEK293 CRF-R2/CRF-BP, CRF-induced calcium fluorescence | inhibition, % at 11.8 µM | 0.59% of 350,000 active | AID 588475;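 active means inhibition of the ligand-induced calcium signal above about 50% at the single tested concentration, limit read from the data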
M4 ag: CHRM4 agonism in calcium assay | P08173 | AID 624127 | CHO-K1 hM4/Gqi5, Fluo-8 calcium fluorescence; vehicle 0%, full acetylcholine response 100% | 0.14% of 360,000 active | activation, % at 3 µM;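 active means activation above the run mean over all test wells plus 3 SD, cut at about 32% in these data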;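 further: peak over basal fluorescence ratio per well then scaled between controls; 0% = DMSO wells and 100% = acetylcholine at EC100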
Target sequence (P08173 whole entry, looked up): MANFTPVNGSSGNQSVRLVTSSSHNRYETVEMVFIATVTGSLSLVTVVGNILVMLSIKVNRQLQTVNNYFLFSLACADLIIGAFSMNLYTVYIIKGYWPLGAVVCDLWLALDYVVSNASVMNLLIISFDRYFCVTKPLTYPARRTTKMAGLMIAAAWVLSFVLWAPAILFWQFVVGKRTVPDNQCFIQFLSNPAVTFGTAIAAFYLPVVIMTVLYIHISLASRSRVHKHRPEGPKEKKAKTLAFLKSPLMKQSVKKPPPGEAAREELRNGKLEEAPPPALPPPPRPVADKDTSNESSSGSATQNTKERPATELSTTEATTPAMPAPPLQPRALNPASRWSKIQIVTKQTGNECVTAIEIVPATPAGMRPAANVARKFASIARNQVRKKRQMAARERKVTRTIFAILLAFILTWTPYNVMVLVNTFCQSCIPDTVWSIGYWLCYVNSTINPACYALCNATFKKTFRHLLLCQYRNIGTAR
CHRM5 PAM: positive allosteric modulators of human muscarinic M5 receptor; P08912; CHO-K1 hM5, Fluo-8 calcium, ACh EC20 PAM; 0% = ACh EC20, 100% = ACh EC100; activation, % at 3 µM; 0.3% of 360,000 active;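 active means activation above the run cutoff, the mean activation of all test compounds plus 3 SD, cut at about 18% in these data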
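Replicates: One well per compound, no replicates | System: Human M5 receptor in CHO-K1 cells | Benchmarks: Low control EC20 acetylcholine (0%), high control EC100 acetylcholine (100%) | Probe or stimulus: Acetylcholine, EC20 level | Times: Fluo-8 loading 80 min at 37 °C plus 30 min room temperature | Signal: Intracellular calcium via Fluo-8 fluorescence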
M4 antag: antagonists of human muscarinic M4 receptor (CHRM4); 0.73% of 360,000 active; AID 624125; inhibition, % at 3 µM; CHO-hM4 cells, ACh EC80, Fluo-8 calcium fluorescence; P08173;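 active means inhibition above its plate's cutoff, the mean inhibition of sample wells plus 3 SD, cut at about 27% in these data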;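 further: 0% = acetylcholine EC80 with DMSO and 100% = DMSO without agonist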
CHRM1 PAM: potentiates human M1 receptor response to acetylcholine. CHO-K1 hM1, Fluo-8 calcium fluorescence, ACh EC20; 0% = ACh EC20, 100% = maximal ACh. P11229. activation, % at 3 µM. 0.088% of 360,000 active; in the data active means activation above about 19%, passing the limit was not always enough
M5 antag: antagonists of human muscarinic M5 receptor (CHRM5); CHO-hM5 cells, Fluo-8 calcium fluorescence, ACh EC80; AID 624040; 0.59% of 360,000 active; inhibition, % at 3 µM; P08912;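 active means inhibition above a per-plate cutoff, the mean of that plate's test compounds plus 3 SD, cut at about 27% in these data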;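 further: 0% = acetylcholine EC80 with DMSO and 100% = DMSO without agonist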
CHRM4 PAM: potentiates acetylcholine response at human M4 receptor; AID 624126; activation, % at 3 µM; P08173; CHO-K1 hM4/Gqi5, Fluo-8 calcium fluorescence, ACh EC20; 0% = ACh EC20, 100% = maximal ACh; 0.4% of 360,000 active;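 active means activation above its plate's cutoff, the mean activation of sample wells plus 3 SD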; further: some results filed as inactive read as strong as hits
CRFBP-R2 agonist: CRF-BP/CRF-R2 complex agonism; HEK293 CRF-R2/CRF-BP, calcium dye fluorescence (FLIPR); percent of saturating CRF peptide response; activation, % at 13.2 µM; AID 588473; 0.46% of 350,000 active;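 active means activation of at least 50%, plus an integration ratio under a set limit after plate pattern correction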;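 further: plate controls were neutral control wells without compound for no effect and CRF at EC100 for full effect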
Numbers without * were called inactive.

SMILES	M5 ag	CRFR2-BP antag	M4 ag	CHRM5 PAM	M4 antag	CHRM1 PAM	M5 antag	CHRM4 PAM	CRFBP-R2 agonist
O=C(O)C1(NS(=O)(=O)c2ccc(F)c(Cl)c2)CCCCC1	-2.9	3.9	0.4	-0.6	-1.6	-0.3	0.2	-1.4	0.1
CCCc1cc(=O)oc2cc(C)cc(OC(C)C(=O)NCc3ccccn3)c12 (stereo unspecified)	-1.8	-3.1	3.2	-2.4	-1.9	-0.7	9.3	-3.7	-0.6
O=C(COC(=O)[C@@H]1CC(O)CN1S(=O)(=O)c1ccc(Cl)c(Cl)c1)NC(=O)NCc1ccccc1 (stereo partly specified)	1.3	-28.6	2.2	-1.1	11.1	-3.0	7.4	2.4	2.9
COc1ccc2c(c1)c(=O)c(C(=O)O)c(-c1ccc3c(c1)OCO3)n2C	-1.3	-2.3	0.8	-3.3	1.8	-3.5	8.3	7.6	-1.2
COC(=O)c1ccccc1S(=O)(=O)N1CCC(C(=O)OCC(=O)c2ccccc2OC)CC1	0.3	7.0	6.3	-3.7	-1.6	8.0	0.1	-5.6	0.7
CCCOC(=O)C1C2C=CC3(CN(c4cccc(Cl)c4)C(=O)C13)O2 (stereo unspecified)	0.0	29.0	0.7	-8.9	-17.2	4.5	5.7	7.1	-1.9

Not a retest: 6 of the compounds above.
SMILES	M5 ag	CRFR2-BP antag	M4 ag	CHRM5 PAM	M4 antag	CHRM1 PAM	M5 antag	CHRM4 PAM	CRFBP-R2 agonist
O=C(O)C1(NS(=O)(=O)c2ccc(F)c(Cl)c2)CCCCC1	-2.9	3.9	0.4	-0.6	-1.6	-0.3	0.2	-1.4	0.1
CCCc1cc(=O)oc2cc(C)cc(OC(C)C(=O)NCc3ccccn3)c12 (stereo unspecified)	-1.8	-3.1	3.2	-2.4	-1.9	-0.7	9.3	-3.7	-0.6
O=C(COC(=O)[C@@H]1CC(O)CN1S(=O)(=O)c1ccc(Cl)c(Cl)c1)NC(=O)NCc1ccccc1 (stereo partly specified)	1.3	-28.6	2.2	-1.1	11.1	-3.0	7.4	2.4	2.9
COc1ccc2c(c1)c(=O)c(C(=O)O)c(-c1ccc3c(c1)OCO3)n2C	-1.3	-2.3	0.8	-3.3	1.8	-3.5	8.3	7.6	-1.2
COC(=O)c1ccccc1S(=O)(=O)N1CCC(C(=O)OCC(=O)c2ccccc2OC)CC1	0.3	7.0	6.3	-3.7	-1.6	8.0	0.1	-5.6	0.7
CCCOC(=O)C1C2C=CC3(CN(c4cccc(Cl)c4)C(=O)C13)O2 (stereo unspecified)	0.0	29.0	0.7	-8.9	-17.2	4.5	5.7	7.1	-1.9

Assay outcomes deposited in PubChem BioAssay by several laboratories.
